# PolyA inh = inhibitors of polyadenylation in S. cerevisiae; calls only at 12 µM; 0.02% of 300,000 active; S. cerevisiae SKY197-pL101 polyadenylation reporter, beta-gal luminescence; efflux-impaired pdr1/pdr3 knockout yeast; score 100 = 6 SD above DMSO;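 active = lowest replicate activity score at least 50, where 100 means six control SD above control mean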;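 note: yeast exposed to compound for 9 h at 30 °C; higher score means more reporter readthrough which indicates perturbed polyadenylation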
# KCNK3 inh = human KCNK3 channel inhibition, primary screen; CHO-KCNK3 thallium flux, FluxOR fluorescence; stronger effect = lower value; B-score at 10 µM; 0.84% of 340,000 active;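 active = B-score under library mean minus 4 SD, starting fluorescence ratio at most library mean plus 5 SD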;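 note: more negative B-score means stronger inhibition of thallium flux through KCNK3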
# Target sequence (O14649 whole entry, looked up): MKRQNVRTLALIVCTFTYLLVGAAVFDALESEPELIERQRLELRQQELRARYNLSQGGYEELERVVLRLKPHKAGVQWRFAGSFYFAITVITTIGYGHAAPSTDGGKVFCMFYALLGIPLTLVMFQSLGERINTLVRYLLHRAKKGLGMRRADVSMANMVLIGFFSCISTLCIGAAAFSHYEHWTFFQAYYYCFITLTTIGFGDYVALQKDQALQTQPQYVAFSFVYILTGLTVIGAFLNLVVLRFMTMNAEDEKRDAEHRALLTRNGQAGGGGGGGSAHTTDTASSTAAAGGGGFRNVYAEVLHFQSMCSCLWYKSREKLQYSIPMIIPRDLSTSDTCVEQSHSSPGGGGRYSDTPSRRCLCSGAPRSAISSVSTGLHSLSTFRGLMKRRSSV
# DYRK1A inh = Dyrk1A (rat) kinase inhibition | Q63470 | ADP-Glo luminescence, NFATc1 peptide | inhibition, % at 12.5 µM | 0.43% of 310,000 active | AID 504441; in the data active = inhibition above about 50%;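 note: plate controls were vehicle with enzyme for no effect and no enzyme for full effect; many of its hits are not listed in these tables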
# GSK3A inh = human GSK-3 alpha kinase inhibition; P49840; ADP-Glo luminescence, 60 min; inhibition, % at 10 µM; 0.1% of 320,000 active; AID 2650;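 in the data active = inhibition above about 50%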;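 note: GST-tagged GSK-3 alpha with peptide substrate and 25 µM ATP; 0% = DMSO neutral wells and 100% = GW8510 positive control wells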
# Target sequence (P49840 whole entry, looked up): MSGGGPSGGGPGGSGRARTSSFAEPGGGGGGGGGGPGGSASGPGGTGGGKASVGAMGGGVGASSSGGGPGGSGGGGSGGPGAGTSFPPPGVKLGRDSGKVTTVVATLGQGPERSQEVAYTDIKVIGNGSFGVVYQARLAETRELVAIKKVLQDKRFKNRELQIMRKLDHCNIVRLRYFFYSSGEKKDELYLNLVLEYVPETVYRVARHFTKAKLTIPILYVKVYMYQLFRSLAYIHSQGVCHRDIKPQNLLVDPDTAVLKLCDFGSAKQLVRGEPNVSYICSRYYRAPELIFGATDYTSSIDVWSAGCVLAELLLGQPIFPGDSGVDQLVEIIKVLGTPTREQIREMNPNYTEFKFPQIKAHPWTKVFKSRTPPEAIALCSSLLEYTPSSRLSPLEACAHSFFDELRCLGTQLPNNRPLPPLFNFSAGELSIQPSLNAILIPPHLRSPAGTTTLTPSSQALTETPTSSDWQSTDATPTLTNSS
# hERG rescue = compounds protecting human hERG from proarrhythmic drug block; Q12809; 0.51% of 310,000 active; activation (rescue from dofetilide block), less the hit threshold, % at 10 µM; AID 1511; CHO-hERG, FluxOR thallium flux, dofetilide IC70 present;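 active = activation above the mean of controls blocked by dofetilide plus 5 SD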;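 note: thallium influx through hERG after potassium depolarization seen as dye fluorescence rise; in these data hits start at about 4.7%; inactives centre near -7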
# RGS4 act = RGS4 potentiation or activation. HEK293 M3R/inducible RGS4, carbachol calcium flux Fluo4; stronger effect = lower value. AID 463111. 0.92% of 310,000 active. B-score at 10 µM;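 active = B-score of the integrated calcium signal more than 4 SD below the library mean, with starting fluorescence not abnormally high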;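 note: negative B-score means reduced calcium response which marks RGS4 activation or potentiation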
#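 System – HEK293 FlpIn-TREx cells, stable M3R, doxycycline-inducible RGS4 · Reagent – ECmax carbachol challenge · Times – compound preincubation 20 min at room temperature before agonist · Technique – Fluo4 fluorescence kinetic imaging of calcium · Measure – B score of integrated Fluo4 ratio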
# KCNK9 block = inhibitors of human KCNK9 two-pore domain potassium channel. Q9NPC2. 1.2% of 310,000 active. HEK293 KCNK9, FluxOR thallium flux fluorescence; stronger effect = lower value. B-score at 10 µM;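 active = ratio B-score over 3 SD below the library mean, with starting fluorescence within 5 SD of its mean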;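 note: negative B-score means less thallium flux so channel inhibition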
# KCNQ1 act = human KCNQ1 channel potentiation or activation. P51787. CHO-K1 KCNQ1, thallium flux FluxOR fluorescence; stronger effect = higher value. B-score at 10 µM. 0.35% of 310,000 active. AID 2648;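 active = fluorescence ratio B-score, a plate-corrected score, at least three library SD, with initial intensity B-score within 5 SD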
#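 System: CHO-K1 cells stably expressing KCNQ1 / Medium: assay buffer for compound exposure, DMSO matched across wells / Reagent: thallium- and potassium-containing depolarizing buffer / Compound: one concentration, matched DMSO / Incubation: 20 min compound pretreatment at room temperature / Measured by: kinetic FluxOR fluorescence, 10 s baseline plus 110 s post-stimulus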
# KCNQ1 inh = inhibitors of human KCNQ1 potassium channel; AID 2642; 1.3% of 310,000 active; CHO-K1 KCNQ1, FluxOR thallium flux fluorescence; stronger effect = higher value; B-score at 10 µM; P51787;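 active = compounds whose thallium flux B-score, printed positive for inhibition, exceeds three library SD while starting fluorescence stays within three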;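 note: channel opened by potassium depolarization with thallium stimulus after 20 min compound exposure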
# GSK3beta inhib = blocks human GSK3beta kinase activity | activity score (negative = inhibition), % at 10 µM | AID 2097 | P49841 | GST-GSK3beta kinase, ADP-Glo luminescence, 60 min; stronger effect = lower value | 0.038% of 300,000 active;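 active = more than half of replicate wells score below -50%, meaning over 50% inhibition versus plate controls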;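 note: 0% = median DMSO wells and -100% = median GW8510 positive control wells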
#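 test system = GST-tagged human GSK3beta kinase, cell-free | reagent = 25 µM ATP with peptide substrate | dosing = one dose of 10 µM per compound | schedule = 60 min reaction, RT | detection = luminescent ADP-Glo measurement of ADP formed | control set = DMSO neutral wells and GW8510 at 20 µM as positive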
# RGS4 block = human RGS4 inhibition; HEK293 M3R/RGS4 inducible, Fluo-4 calcium flux; stronger effect = higher value; triggered by carbachol at its EC20; B-score at 10 µM; 0.45% of 310,000 active;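 active = B-score, a plate-corrected calcium signal, over three deviations above library mean, with baseline fluorescence within five deviations of library mean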;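 note: RGS4 expression induced by doxycycline in cells with stable M3 receptor; B-score is computed from the integrated fluorescence ratio over baseline after carbachol; higher B-score means a larger calcium signal and so more RGS4 inhibition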
# Target sequence (P49798 whole entry, looked up): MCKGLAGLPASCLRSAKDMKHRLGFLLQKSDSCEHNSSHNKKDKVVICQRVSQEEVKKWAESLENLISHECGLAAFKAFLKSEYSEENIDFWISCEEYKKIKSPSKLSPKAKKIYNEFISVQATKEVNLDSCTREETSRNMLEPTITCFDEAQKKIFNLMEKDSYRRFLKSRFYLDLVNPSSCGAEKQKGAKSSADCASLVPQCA
# * hit, by the source's call; i = inactive; . = not tested or not shown. The list is partial, so the mix of outcomes need not match the whole.
compound | PolyA inh | KCNK3 inh | DYRK1A inh | GSK3A inh | hERG rescue | RGS4 act | KCNK9 block | KCNQ1 act | KCNQ1 inh | GSK3beta inhib | RGS4 block
CCOC(=O)[C@@H]1[C@H]2COc3ccccc3[C@H]2N2C(=O)N(c3ccc(C(F)(F)F)cc3)C(=O)[C@]12C | i | i | 5.4 | -0.7 | -11.7 | i | -8.64* | i | i | 1.6 | i
O=C(NC1=NCCS1)NC12CC3CC(CC(C3)C1)C2 | i | i | -6.2 | -1.1 | -7.3 | i | i | i | i | 5.3 | i
Cc1cc(N2CCCCC2)nc2ccccc12 | i | i | -1.2 | 1.6 | -18.6 | i | i | i | i | 1.2 | i
O=S(=O)(c1ccc(F)cc1F)N1CCCN(c2ccc(C(F)(F)F)cn2)CC1 | i | i | . | -5.0 | -12.1 | i | i | i | i | 1.6 | i
COc1cc2c(C(=O)N3CCN(c4cccc(Cl)c4)CC3)cn(CC(C)C)c(=O)c2cc1OC | i | i | -5.4 | -2.1 | -13.8 | i | i | i | i | 0.2 | i
COc1ccc(N2CCN(C(=O)CSc3nc(C)cs3)CC2)cc1 | i | i | 5.0 | 0.8 | -10.4 | i | i | i | i | 0.5 | i
CC(Nc1nc(-c2ccc(F)cc2)cs1)c1nc2cc(Cl)c(N3CCCCC3)cc2n1CCCO (stereo not drawn) | i | i | 0.9 | 3.0 | -4.1 | i | i | i | i | 3.0 | i
CCOc1ccccc1OCCOc1ccc(F)cc1 | i | i | 4.5 | 2.3 | -2.2 | i | i | i | i | -1.1 | i
Cc1ccc(S(=O)(=O)N2CCN(c3cc4c(cc3[N+](=O)[O-])n(C)c(=O)n4C)CC2)cc1 | i | i | 1.3 | -3.7 | -7.7 | i | i | i | i | -0.7 | i
CC(C)c1c(C(=O)N/N=C/c2ccccc2OCc2c(F)cccc2Cl)nnn1-c1nonc1N | i | i | -1.3 | 1.8 | -10.3 | i | i | i | i | 3.0 | i
CCc1ccccc1NC(=O)CN1C(=O)C2CCCN2c2ncc(Cl)cc21 (stereo not drawn) | i | i | 2.2 | -0.7 | -8.8 | i | i | i | i | -2.0 | i
Cc1cc(C)n(CCNC(=O)c2ccco2)n1 | i | i | 1.5 | -0.9 | -6.2 | i | i | i | i | 0.2 | i
O=C(/C=C/c1cccs1)NCc1ccccc1 | i | i | . | 0.6 | -9.1 | i | i | i | i | 1.6 | i
C(#Cc1ccccc1)C[N+]1(CC#Cc2cccc3ccccc23)CCCC1 | i | i | 7.1 | 6.2 | -21.3 | i | i | i | i | -4.1 | i
O=C(Nc1cccc(Cl)c1)Nc1ccccc1-n1ccnc1 | i | i | -0.9 | -5.1 | -9.3 | i | i | i | i | 6.6 | i
CCCC1=C(C(=O)OCC)C(c2ccncc2)n2ncnc2N1 (stereo not drawn) | i | i | -3.1 | . | -8.7 | i | i | i | i | -8.6 | i
O=C(NNC(=S)Nc1ccc(OC(F)F)cc1)c1cc2c(s1)CCCC2 | i | i | -2.1 | -3.0 | -8.2 | i | i | i | i | 3.1 | i
O=C(CSc1nc2[nH]ncc2c(=O)n1-c1ccccc1)N1CCCc2ccccc21 | i | . | . | 2.3 | -10.1 | i | i | i | i | 1.1 | i
CCC1(c2ccccc2)NC(=O)N(CC(=O)Nc2cc(S(=O)(=O)N3CCCCC3)ccc2N(C)C)C1=O (stereo not drawn) | i | i | 5.6 | -1.5 | -11.5 | i | i | i | i | -0.6 | i
CCCCCOc1ccc(NC(=O)C(=O)NCCCn2ccnc2)cc1 | i | i | -2.9 | 0.9 | -1.9 | i | i | i | i | 2.6 | i
O=C(O)c1c(-c2ccccc2)c2oc3ccccc3c2[nH]c1=O | i | i | 6.1 | -3.2 | -15.5 | i | i | i | i | -0.7 | i
O=c1[nH]c(CSc2ncnc3sccc23)nc2ccccc12 | i | i | 1.1 | 1.6 | -7.7 | i | i | i | i | -2.8 | i
COc1ccc(-c2cc(C(=O)NC3CCCC3)no2)cc1OC | i | i | 0.1 | . | -8.3 | i | i | i | i | -3.1 | i
O=C(N/N=C/c1cc(Br)ccc1O)C(c1ccncc1)N1CCOCC1 (stereo not drawn) | i | i | 2.6 | -0.6 | -8.7 | i | i | i | i | 3.5 | i
CCOc1ccccc1C(=O)NCCCCCC(=O)O | i | i | 1.9 | -26.8 | -4.3 | i | i | i | i | 0.9 | i

# Later entries.
compound | PolyA inh | KCNK3 inh | DYRK1A inh | GSK3A inh | hERG rescue | RGS4 act | KCNK9 block | KCNQ1 act | KCNQ1 inh | GSK3beta inhib | RGS4 block
Cc1ccc(/C=C/C(=O)Nc2cc(C)on2)cc1 | i | i | -7.7 | 1.3 | -6.2 | i | i | i | i | -5.1 | i
CC(NC(=O)Cn1cc2c(n1)CCCCC2)c1ccccc1 (stereo not drawn) | i | i | -9.5 | . | -7.5 | i | i | i | i | 0.6 | i
O=C(Nc1ccc(N2CCOCC2)nc1)c1ccc(F)cc1 | i | i | -2.5 | 5.0 | -11.0 | i | i | i | i | 1.7 | i
CC(C)C(c1nnnn1CCc1ccccc1)N1CCC(C(N)=O)CC1 (stereo not drawn) | i | i | -3.8 | -0.6 | -6.7 | i | i | i | i | -1.0 | i
Cc1cccc(/C=N\N=C\c2cccc(C)c2)c1 | i | i | -2.2 | 0.7 | -3.1 | i | i | i | i | -1.0 | i
Cc1nc(C(=O)NCCCO)cc2c1[nH]c1ccccc12 | i | i | 1.5 | -2.4 | -6.5 | i | i | i | i | 3.5 | i
Cc1ccc(OCC(=O)NCCCNC(=O)COc2ccc(C)cc2)cc1 | i | i | 1.1 | . | -6.3 | i | i | i | i | -0.3 | i
O=C(COc1ccc(Br)cc1)NCc1cn2ccccc2n1 | i | i | . | -1.7 | -7.3 | i | i | i | i | 0.2 | i
CC(C)(Oc1ccc(Cl)cc1)C(=O)Nc1ncccn1 | i | i | 5.4 | -1.1 | -10.4 | i | i | i | i | 2.2 | i
O=C(CO/N=C/c1ccc2c(c1)OCO2)Nc1cccc(Br)c1 | i | i | 13.4 | -3.0 | -10.2 | i | i | i | i | 0.7 | i
Cn1ccc(C(=O)OCC(=O)Nc2cccc(Cl)c2)n1 | i | i | -3.2 | 3.1 | -6.6 | i | i | i | i | 2.2 | i
CC(=O)NC(CCS(C)(=O)=O)C(=O)Nc1cccc(C)c1C (stereo not drawn) | i | i | -1.7 | -2.3 | -10.8 | i | i | i | i | 1.4 | i
O=C(Cn1cnc2cc([N+](=O)[O-])ccc2c1=O)NC1CCS(=O)(=O)C1 (stereo not drawn) | i | i | . | 2.8 | -12.0 | i | i | i | i | -4.3 | i
Cc1c(CN2CCCCC2)c(O)n(CCO)c(=O)c1C#N | i | i | -1.6 | -3.4 | -6.3 | i | i | i | i | -1.6 | i
CN1C2=NCCN2C(=O)c2cc(Cl)ccc21 | i | i | -1.6 | 0.4 | -3.1 | i | i | i | i | 4.3 | i
CCC(=O)NN1CCN(c2ccncc2S(=O)(=O)N2CCCCC2)CC1 | i | i | -6.2 | 7.0 | -8.6 | i | i | i | i | -12.0 | i
O=[N+]([O-])c1ccc(COc2ccc(Br)cc2CN2CCOCC2)cc1 | i | i | 1.4 | -0.8 | -25.2 | i | i | i | i | 2.4 | i
CCC(=O)Nc1nc2cc(OC)ccc2s1 | i | i | 2.2 | 24.5 | -6.4 | i | i | i | i | -20.8 | i
N#C/C(=C\C1=C(N2CCOCC2)C(=C\c2ccccc2)/CC1)C(=O)Nc1ccccc1F | i | i | 7.9 | . | -11.5 | i | i | i | i | -0.4 | i
O=C(Nc1ccc2c(c1)OCO2)c1ccc(N2CCCC2)c([N+](=O)[O-])c1 | i | i | 16.0 | -1.2 | -12.2 | i | i | i | i | 0.3 | i
O=C(Cn1c(=O)oc2ccccc21)Nc1ccc(Cl)cc1Cl | i | i | -0.5 | 0.0 | -5.8 | i | i | i | i | -5.1 | i
Cn1c(C(=O)N2CCCC(C(=O)NCCCc3ccccc3)C2)cc2sccc21 (stereo not drawn) | i | i | 32.5 | . | -2.6 | i | i | i | i | -1.6 | i
CC(=O)c1cccc(N=C2C(=O)Nc3ccccc32)c1 | i | i | 3.1 | 1.1 | -5.1 | i | i | i | i | 1.4 | i
COC(=O)c1ccccc1NC(=O)N1CCN(c2ccccc2)CC1 | i | i | 11.0 | -4.3 | -11.5 | i | i | i | i | 1.0 | i
O=C(Nc1nc2cc3c(cc2s1)OCO3)C1=COCCO1 | i | i | 9.1 | 0.3 | -8.9 | i | i | i | i | -1.2 | i

# Rewritten with values under each structure: part of the list above.
# Every second line gives: PolyA inh | KCNK3 inh | DYRK1A inh | GSK3A inh | hERG rescue | RGS4 act | KCNK9 block | KCNQ1 act | KCNQ1 inh | GSK3beta inhib | RGS4 block
- O=C(O)c1c(-c2ccccc2)c2oc3ccccc3c2[nH]c1=O
 : i | i | 6.1 | -3.2 | -15.5 | i | i | i | i | -0.7 | i
- O=c1[nH]c(CSc2ncnc3sccc23)nc2ccccc12
 : i | i | 1.1 | 1.6 | -7.7 | i | i | i | i | -2.8 | i
- COc1ccc(-c2cc(C(=O)NC3CCCC3)no2)cc1OC
 : i | i | 0.1 | . | -8.3 | i | i | i | i | -3.1 | i
- O=C(N/N=C/c1cc(Br)ccc1O)C(c1ccncc1)N1CCOCC1 (stereo not drawn)
 : i | i | 2.6 | -0.6 | -8.7 | i | i | i | i | 3.5 | i
- CCOc1ccccc1C(=O)NCCCCCC(=O)O
 : i | i | 1.9 | -26.8 | -4.3 | i | i | i | i | 0.9 | i
- Cc1ccc(/C=C/C(=O)Nc2cc(C)on2)cc1
 : i | i | -7.7 | 1.3 | -6.2 | i | i | i | i | -5.1 | i
- CC(NC(=O)Cn1cc2c(n1)CCCCC2)c1ccccc1 (stereo not drawn)
 : i | i | -9.5 | . | -7.5 | i | i | i | i | 0.6 | i
- O=C(Nc1ccc(N2CCOCC2)nc1)c1ccc(F)cc1
 : i | i | -2.5 | 5.0 | -11.0 | i | i | i | i | 1.7 | i
- CC(C)C(c1nnnn1CCc1ccccc1)N1CCC(C(N)=O)CC1 (stereo not drawn)
 : i | i | -3.8 | -0.6 | -6.7 | i | i | i | i | -1.0 | i
- Cc1cccc(/C=N\N=C\c2cccc(C)c2)c1
 : i | i | -2.2 | 0.7 | -3.1 | i | i | i | i | -1.0 | i
